# Screening data (PubChem BioAssay)
# CD40 NFkB inh: inhibitors of CD40-induced NF-kB signaling, primary screen, BL2 cells, luciferase reporter, single point. CD40L-induced, 4 h. inhibition, % at 10 µM. actives 0.94% (n = 83,000). AID 1053188, 2014;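 active = mean inhibition of at least 50% with a set share of replicates also reaching that level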;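 also: 0% = neutral control wells and 100% = IKK inhibitor VII at 50 µM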
# Numbers without * were called inactive; & = joins results of further samples; [ ] = remark or other dose. An excerpt; the hit share may differ from the screen's.
CD40 NFkB inh | SMILES
-78.8 | CC1CCc2c(sc(NC(=O)c3cccn3C)c2C(N)=O)C1 (stereo unspecified)
-8.7&-25.5 | COc1ccc(-c2ccc(C3[C@@H]4CN(Cc5ccccn5)C[C@H]3N4)cc2)cc1 (stereo partly specified)
2.2 | C=CCN1C(c2ccccc2)=CS/C1=C(\C#N)c1nnc2n1CCCCC2
0.5[25 µM] | C[C@@H]1CN([C@@H](C)CO)C(=O)c2ccccc2-c2ccccc2CO[C@@H]1CN(C)S(=O)(=O)c1cccs1
-3.6 | COc1ccc(CCNC(=O)C2CC(=O)N(C3CCCC3)C2)cc1OC (stereo unspecified)
4.2 | CCCc1nc2ccccc2n1C(=S)SC
4.4 | CC(=O)Nc1ccc(NC(=O)C(C)OC(=O)C2CCCC2)cc1 (stereo unspecified)
8.6[25 µM] | O=C1NC(=O)c2cc(Nc3ccc(F)cc3)c(Nc3ccc(F)cc3)cc21
2.0 | CC(=O)N1N=C(C)CC1c1ccc(O)cc1 (stereo unspecified)
0.0 | O=C(CCn1c(=O)sc2ccccc21)NCc1ccc2c(c1)OCO2
-7.1 | Cc1ccc(C2(C)NC(=O)N(Cc3c(C)noc3C)C2=O)cc1 (stereo unspecified)
4.4 | COc1ccc2oc(-c3ccccc3)c(C(=O)O)c2c1
2.6 | CCCCC(CC)C(=O)NCc1ccccc1OC (stereo unspecified)
8.4 | COc1c(Cl)ccc(Cl)c1C(=O)OCC(=O)O
2.8 | CSc1nc(C)nc(C2CC2)c1C#N
-7.3[25 µM] | C[C@@H](NC(=O)[C@H]1[C@H](CO)[C@H]2Cn3c(cccc3=O)[C@@H]1N2C(=O)C1CCC1)c1ccccc1
0.9 | COc1ccc(S(=O)(=O)N2CCC3(CC2)OCCN3S(=O)(=O)c2ccc(OC)cc2)cc1
2.2 | Nc1nc(C23CC4CCC(CC(C4)C2)C3)cs1
-49.4 | Cc1ccsc1/C=N\NC(=O)c1ccc2c(c1)OCO2
-27.9 | C/C(=N\NC(=O)c1sccc1C)c1ccncc1
1.6 | COc1ccccc1CCC(=O)OCC(=O)N1CCN(S(=O)(=O)c2ccc(C)cc2C)CC1
6.6 | Cc1noc(C)c1C(=O)N1CCN(CCc2ccccc2)CC1
-36.8 | N#CCSc1nccc(/C=C/c2ccccc2)n1
4.7[25 µM] | CO[C@H]1CN(C)C(=O)c2ccc(NS(C)(=O)=O)cc2OC[C@H](C)N(CC2CC2)C[C@H]1C
6.3 | COC(=O)Nc1ncc(CN2CCC(c3ccccc3)CC2)s1
8.5[25 µM] | Cc1ccccc1-c1ccccc1[C@H]1[C@@H](C#N)N(C(=O)c2cccc(F)c2)[C@@H]1CO
7.8 | CCC(C)(C(=O)NC1CCCC1)N(Cc1cccs1)C(=O)c1ccc2c(c1)OCO2 (stereo unspecified)
0.7 | O=C(NC1CCCCC1)c1nc2c(nnn2Cc2ccccc2Cl)c(=O)[nH]1
-31.0 | O=C(NCc1nc(-c2ccccc2)cs1)c1ccccc1
-2.1 | O=C(Nc1ccccc1F)N[C@@H]1CC[C@@H](CCNC(=O)C2CCCC2)O[C@H]1CO

# Molecules shown so far containing four or more nitrogen atoms (2):
CD40 NFkB inh | SMILES
2.2 | C=CCN1C(c2ccccc2)=CS/C1=C(\C#N)c1nnc2n1CCCCC2
0.7 | O=C(NC1CCCCC1)c1nc2c(nnn2Cc2ccccc2Cl)c(=O)[nH]1

# (list continues)
CD40 NFkB inh | SMILES
11.2 | Cc1cnc(C(=O)NNC(=O)c2ccc(Br)cc2)cn1
-0.6 | O=C(NCC1CCCCC1)c1ccc(Cl)c(S(=O)(=O)N2CCOCC2)c1
112.3* | CC(C)C(Cl)=NOC(=O)Nc1ccc(S(N)(=O)=O)cc1
-5.6 | CN(CC(=O)Nc1ccc(Cl)cc1)C(=O)c1cccc(S(=O)(=O)N2CCN(Cc3ccccc3)CC2)c1
0.4 | O=C(Nc1ccc(Oc2ccsc2C(=O)O)cc1)c1ccccc1
9.0 | COc1ccc(CCN=C2SCC(=O)N2Cc2ccccc2)cc1OC
9.4 | O=C(c1ccccn1)N1C[C@H]2[C@@H](c3ccccc31)[C@H](CO)N2C(=O)Nc1ccccc1F
-0.7[25 µM] | O=C(C1CC1)N1CCCCN2[C@H](C1)[C@@H](c1ccc(C#CC3CCCC3)cc1)[C@@H]2CO
-2.2[25 µM] | COc1cccc(NC(=O)N(C)C[C@H]2OCc3ccccc3-c3ccccc3C(=O)N([C@H](C)CO)C[C@@H]2C)c1
64.0* | COc1ccc(NC(=O)O/N=C/c2c(C)nn(C(C)(C)C)c2C)cc1
-14.1[25 µM] | C/C=C/c1ccccc1[C@@H]1[C@@H](C#N)N(C(=O)c2cccnc2)[C@H]1CO
-25.7 | O=C(Nc1ccccc1)c1ccsc1
7.7 | Cc1noc(C)c1S(=O)(=O)Nc1ccc2c(c1)CC(=O)N([C@@H](C)CO)C[C@@H](C)[C@@H](CN(C)Cc1ccccc1)O2
-40.1 | O=C(Nc1nnc(C2CC2)s1)C1Cc2ccccc2CN1S(=O)(=O)c1cccs1 (stereo unspecified)
-0.4 | COc1ccc(S(=O)(=O)N(C)C)cc1NC(=O)Cc1c[nH]c2ccccc12
6.8[25 µM] | CCNC(=O)C[C@H]1CC[C@@H]2[C@H](COC[C@H](O)CN2C(=O)C2CCCC2)O1
-4.0 | Cc1nn(CC(=O)O)c(C)c1C
6.5 | Cc1cc(C(=O)N2CCN(c3ncccn3)CC2)cs1
-2.9 | O=C(CCN1C(=O)C2CCCCC2C1=O)N1CCN(S(=O)(=O)c2cccc(F)c2)CC1 (stereo unspecified)
16.6 | Cc1ccc(C(=O)Nc2ccc(S(=O)(=O)N3CCc4ccccc43)cc2)o1
-1.4 | COc1ccc(CNCCC2(Cc3ccccc3)CC(C)N(C)CC2C)cc1OC (stereo unspecified)
-7.3 | COc1ccc(S(=O)(=O)NCC2(N3CCOCC3)CCCCC2)cc1OC
-13.2[25 µM] | O=C1CNC[C@H]2[C@H](c3ccc(C#CC4CCCCC4)cc3)[C@H](CO)N12
-8.5 | CC(C)CN(C(=O)Cn1c(Cl)nc2c1c(=O)n(C)c(=O)n2C)C1CCS(=O)(=O)C1 (stereo unspecified)
-3.6 | Clc1cccc(CSc2nnc(-c3ccccn3)n2Cc2ccco2)c1
0.6 | CC(C)NC(=O)CN(CCc1ccccc1)S(C)(=O)=O
8.5 | N#C[C@@H]1[C@@H](c2ccccc2-c2ccccc2)[C@H](CO)N1C(=O)NC1CCCCC1
1.1&7.2[25 µM] | COc1ccccc1CN1[C@@H]2CNC[C@H]1C2c1ccc(-c2cccc(C#N)c2)cc1 (stereo partly specified)
1.4 | O=C(Cc1ccccc1F)Nc1cccc(S(=O)(=O)N2CCCCC2)c1
-65.6 | CC1CCCN(c2ccc(C(=O)Nc3cccnc3)cc2[N+](=O)[O-])C1 (stereo unspecified)
-7.4 | O=C(Cn1c(=O)oc2ccccc21)Nc1ccc2c(c1)OCCO2
11.9 | CNC(=O)c1sc(N2N=C3/C(=C\c4ccccc4)CCCC3C2c2ccccc2)nc1C (stereo unspecified)
-2.5 | O=C(CCn1cnc2ncccc2c1=O)N1CCN(c2cccc(Cl)c2)CC1
8.1 | CN(c1ccccc1)S(=O)(=O)c1cccc(NC(=O)COC(=O)C2CCCCC2)c1
7.3 | O=C(CC1c2ccccc2Oc2ccccc21)N1CCN(c2ccccn2)CC1
3.0[25 µM] | Cc1noc(C)c1S(=O)(=O)N(C)C[C@H]1Oc2ccc(N(C)C)cc2C(=O)N([C@H](C)CO)C[C@@H]1C
-2.1 | CCc1noc(C)c1C(=O)Nc1cc(C(F)(F)F)ccc1-n1cncn1
-4.6 | CC1(C)C(=O)Nc2ccccc2N1C(=O)COC(=O)CNS(=O)(=O)c1ccc(Br)cc1Cl
-0.8[25 µM] | C[C@H]1CN([C@@H](C)CO)C(=O)c2ccccc2-c2ccccc2CO[C@H]1CN(C)Cc1cccnc1
-1.4 | O=C(CCc1nnc(CCc2ccccc2)o1)NC(c1cccnc1)C(F)(F)F (stereo unspecified)
22.9 | O=C1C(=O)N2C(=C1C(=O)N1CCCCCC1)c1ccccc1CC21CCCC1
-0.9 | COc1cc2c(cc1OC)C1(CCCC1)CNC2c1ccc([N+](=O)[O-])cc1 (stereo unspecified)
-0.9 | CCOC(=O)c1[nH]c(C)c(C(=O)OCC(=O)N(C)C2CCS(=O)(=O)C2)c1C (stereo unspecified)
7.6 | CCCN(CC(=O)Nc1ccc(F)c(F)c1F)C(=O)Cc1ccc(OC)c(S(=O)(=O)N2CCOCC2)c1
-1.9 | CCNc1nc(NCC)n2c(SCC(=O)Nc3ccc(OC)c(OC)c3)nnc2n1
-6.4[25 µM] | Cc1nc2c(c(=O)[nH]1)CSCC2
1.6[25 µM] | S=C(NCCCc1cnc[nH]1)NCCCN(Cc1ccc(Cl)c(Cl)c1)c1ccc(Br)cn1
7.0 | CCC1(CC)NC(=O)N(CC(=O)OC(C)C(=O)Nc2ccccc2OC)C1=O (stereo unspecified)
0.4 | Cc1c(OC(=O)CNC(=O)OC(C)(C)C)ccc2c3c(c(=O)oc12)CCC3
15.2 | Cc1cccc(NC2=C(Cl)C(=O)OC2OC(C)C)c1 (stereo unspecified)
2.5 | Cc1ccccc1S(=O)(=O)N(C)C[C@H]1OCc2ccccc2-c2c(n(C)c3ccccc23)C(=O)N([C@H](C)CO)C[C@H]1C
8.6 | O=C(O)c1ccc(C2SCC(=O)N2Cc2ccccc2)cc1 (stereo unspecified)
10.7[25 µM] | CCCNC(=O)N(C)C[C@H]1Oc2cc(-c3ccccc3)ccc2S(=O)(=O)N([C@@H](C)CO)C[C@H]1C
1.4 | COCCNC(=O)C1(C)CCN(C(=O)c2cc(C)n(C(C)(C)C)n2)C1 (stereo unspecified)
-5.8 | O=C(COC(=O)CC1SC(N2CCCC2)=NC1=O)Nc1ccc(Br)cc1 (stereo unspecified)
2.4 | O=C(NCC1CCCO1)C1CC1(c1ccccc1)c1ccccc1 (stereo unspecified)
2.7[25 µM] | C[C@H](CO)N1C[C@H](C)[C@@H](CN(C)S(=O)(=O)c2cccs2)OCc2ccccc2-c2ccccc2C1=O
-34.6[25 µM] | COc1ccc(C#Cc2ccc3c(c2)[C@H]2[C@H](CCN2Cc2ccncc2)[C@@H](CO)N3)cc1
1.0&-8.7[25 µM] | Fc1ccc(F)c(CN2[C@@H]3CNC[C@H]2C3c2ccc(-c3ccncc3)cc2)c1 (stereo partly specified)
-10.4[25 µM] | CCC(=O)N1CCCCN2[C@H](C1)[C@@H](c1ccc(-c3cccnc3)cc1)[C@@H]2CO

# In the list so far, these contain a CF3 group:
CD40 NFkB inh | SMILES
-2.1 | CCc1noc(C)c1C(=O)Nc1cc(C(F)(F)F)ccc1-n1cncn1
-1.4 | O=C(CCc1nnc(CCc2ccccc2)o1)NC(c1cccnc1)C(F)(F)F (stereo unspecified)

# (listing goes on)
CD40 NFkB inh | SMILES
-0.4 | Cc1cccc(OCC(=O)NNC(=O)CCN2CCN(c3ccccc3)CC2)c1C
65.0* | COc1cc(C=CC(=O)c2cc(OC)c(OC)c(OC)c2)cc(OC)c1OC
5.4 | CC(=O)Nc1ccc2c(c1)CC(=O)N(C)C[C@@H](C)[C@@H](CN(C)C(=O)OC(C)(C)C)O2
8.6[25 µM] | CN1c2ccc(-c3ccccc3F)cc2[C@@H]2[C@@H](CCN2C(=O)Nc2cc(F)ccc2F)[C@@H]1CO
2.5 | CC(C)NCC(=O)C12CC3CC(CC(C3)C1)C2
-2.7 | Cc1ccc(C(=O)OCC(=O)N2CCCCCC2)cc1S(=O)(=O)N1CCOCC1
-0.1 | CCCCCn1c(=O)[nH]c2cc(C(=O)N3CCN(C(=O)OCC)CC3)ccc2c1=O
-8.3[25 µM] | CN1c2ccc(C#Cc3cccnc3)cc2[C@@H]2[C@@H](CCN2C(=O)C2CCCCC2)[C@H]1CO
7.7 | COCCCNC(=O)c1cccc(OC)c1OC
12.4 | CCOc1ccccc1CN(CCc1ccc2c(c1)OCO2)Cc1ccccn1
-0.7 | O=C(Nc1cccc(-c2cscn2)c1)C1CCN(Cc2ccsc2)CC1
29.0[25 µM] | C[C@@H]1CCCCO[C@@H](CN(C)Cc2ccc(C(F)(F)F)cc2)[C@H](C)CN([C@H](C)CO)C(=O)c2cc(NC(=O)Nc3cccc4ccccc34)ccc2O1
1.7 | CCOc1ccc(S(=O)(=O)/N=C(/Nc2ccc(C)c(S(=O)(=O)N3CCOCC3)c2)c2ccccc2)cc1
-16.2 | O=C(CN1C(=O)c2ccccc2S1(=O)=O)NCCSCc1ccco1
14.9 | NNc1ncnc2sc3c(c12)CCC3
-5.1[25 µM] | COc1cc(/C=C(\C#N)C(N)=O)cc(CSc2nc3ccccc3s2)c1O
23.6 | CC1CC(C)CN(C(=O)COc2ccc([N+](=O)[O-])cc2Cl)C1 (stereo unspecified)
4.0 | CCOC(=O)C(CO)NC(=O)C1(NC(C)=O)CCCC1 (stereo unspecified)
1.2 | Cc1ccc(S(=O)(=O)N2CCCCC2)cc1NC(=O)c1cccs1
-98.3 | COCC(C)NC(=O)CCc1nnc(C2(c3ccc(Cl)cc3)CCC2)o1 (stereo unspecified)
21.0 | COc1ccc(S(=O)(=O)N(Cc2ccccc2)Cc2nc(-c3ccccc3)no2)cc1
-2.0 | CN1c2ccc(C3=CCCCC3)cc2[C@@H]2[C@@H](CCN2C(=O)C2CCCC2)[C@H]1CO
-11.1 | N#C[C@@H]1[C@@H](c2ccc(C#Cc3cccc(F)c3)cc2)[C@@H](CO)N1C(=O)C1CCC1
24.2 | CC1(C)CC2CC(C)(CN2C(=O)c2cccs2)C1 (stereo unspecified)
-0.9 | COc1cc(CNC(=O)Nc2nc(C(N)Cc3ccc(Cl)cc3)cs2)cc(OC)c1OC (stereo unspecified)
10.2 | Cc1cc(Cl)c(S(=O)(=O)NCC2CCCO2)cc1OCC(=O)NC1CCCCC1 (stereo unspecified)
-2.6 | c1ccc2sc(NC3=NCN(C4CCCCCC4)CN3)nc2c1
7.5 | O=C(CCc1ccccc1)N1CCCN(C(=O)CCc2ccccc2)CC1

# CD40 NFkB inh: hit marks shown above.
CD40 NFkB inh | SMILES
112.3* | CC(C)C(Cl)=NOC(=O)Nc1ccc(S(N)(=O)=O)cc1
64.0* | COc1ccc(NC(=O)O/N=C/c2c(C)nn(C(C)(C)C)c2C)cc1
65.0* | COc1cc(C=CC(=O)c2cc(OC)c(OC)c(OC)c2)cc(OC)c1OC
